Screening results deposited in PubChem BioAssay by National Center for Advancing Translational Sciences (NCATS).
Gal4-VP16 FLuc – inhibits Gal4-VP16 luciferase reporter, ROR gamma counter-screen; Drosophila S2 Gal4-VP16 UAS-luciferase, luminescence, 20 h; Potency, µM (top dose mostly 53.6 µM), for the others: at the top dose activity, negative = inhibition, usual class: inhibitors; actives 3.5% (n = 310,000);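 further: Gal4-VP16 expression switched on by copper sulfate through the metallothionein promoter; potency means the concentration at half of the fitted maximal effect; on the % scale 0 is the no-effect control and ±100 the full control effect; nearly all actives have a fitted effect of over 50% in size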
ELG1 genotox – induces genotoxicity in HEK293T cells with luciferase-tagged ELG1 | actives 1.3% (n = 330,000) | Potency, µM (highest dose often 46 µM), inactives show at the highest dose activity change, positive = activation, hits mostly activators | HEK293T ELG1-luciferase reporter, luminescence, 16 h | AID 504466; further: potency means the concentration at half of the fitted maximal effect; % of control where 0% means no effect; nearly all actives have a fitted effect of over 60% in size
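HEK293T cells expressing luciferase-tagged ELG1 were treated with compound or DMSO for 16 hr at 37°C. Luciferase activity was then read after 30 min with ONE-Glo at room temperature; rising signal flags genetic stress.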
Tb PFK block – blocks T. brucei phosphofructokinase; O15648; T. brucei PFK, ADP-Glo luminescence; Potency, µM (top dose mostly 57.5 µM), for inactives: top-dose activity, negative = inhibition, usual class: inhibitors; actives 0.17% (n = 330,000); AID 485367;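 further: potency means the concentration at half of the fitted maximal effect; 0% = uninhibited 1x PFK enzyme wells and -100% = no-enzyme wells; nearly all actives have a fitted effect of over 60% in size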
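Compounds were pin-transferred as a titration series up to 57 uM into substrate buffer (0.5 mM F6P, 0.1 mM ATP, pH 8.0), then 1.25 nM PFK was added and reactions ran 45 min before ADP-Glo detection.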
KCNH2 3.1 block – inhibitors of human KCNH2 3.1 potassium channel isoform; activity change, % (tested at about 1.8 µM); actives 0.95% (n = 340,000); U2OS KCNH2 3.1, thallium flux FluxOr; hits give low values;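 active means maximum activity change below -70%; inconclusive means maximum activity change from -70% to -50%; inactive means maximum activity change above -50%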;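 further: thallium influx rate constant from kinetic fluorescence after stimulation buffer; on the % scale 0 is the no-effect control and ±100 the full control effect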
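Thallium flux via FluxOr fluorescence (Red40 quencher, 45 min loading) in U2OS cells virally expressing the KCNH2 3.1 isoform (1.77 x 10^8 /mL virus, overnight at 37 C). Rate constants from 2-min kinetic reads post-stimulation, normalised to positive and negative controls.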
FLuc counter – firefly luciferase modulation, counter-screen for miR-21 project. P08659. purified FLuc, Km substrates, luminescence inhibition. Potency, µM (highest dose often 57.5 µM), for inactives: top-dose activity change, negative = inhibition, hits mostly inhibitors. actives 6.9% (n = 360,000). AID 588342;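 further: potency means the concentration at half of the fitted maximal effect; plate controls were vehicle for no effect and reference inhibitor for full effect; nearly all actives have a fitted effect of over 55% in size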
Target sequence (P08659 whole entry, looked up): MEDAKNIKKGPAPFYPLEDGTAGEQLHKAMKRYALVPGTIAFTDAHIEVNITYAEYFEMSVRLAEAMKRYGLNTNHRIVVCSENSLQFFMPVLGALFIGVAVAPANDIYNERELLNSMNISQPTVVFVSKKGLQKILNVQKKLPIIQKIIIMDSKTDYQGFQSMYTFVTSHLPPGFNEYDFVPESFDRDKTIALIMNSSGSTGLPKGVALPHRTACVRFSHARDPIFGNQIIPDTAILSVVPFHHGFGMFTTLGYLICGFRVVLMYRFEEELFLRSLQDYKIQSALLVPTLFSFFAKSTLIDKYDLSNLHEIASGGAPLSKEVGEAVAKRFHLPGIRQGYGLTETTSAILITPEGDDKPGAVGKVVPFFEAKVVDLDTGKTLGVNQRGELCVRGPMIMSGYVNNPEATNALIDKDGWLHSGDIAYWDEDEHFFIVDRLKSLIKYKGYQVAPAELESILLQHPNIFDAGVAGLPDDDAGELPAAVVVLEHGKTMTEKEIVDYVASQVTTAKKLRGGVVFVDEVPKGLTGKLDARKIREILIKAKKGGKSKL
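Biochemical qHTS of compounds, final roughly 60 µM downward over six points, against 10 nM purified firefly luciferase using Km concentrations of substrates (10 uM D-luciferin, 10 uM ATP) in Tris acetate pH 7.5 buffer; luminescence output.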
RORgamma inh – inhibitors of mouse ROR gamma transcriptional activity; actives 5.4% (n = 310,000); AID 2551; P51450; Potency, µM (doses to about 53.6 µM), for the others: at the top dose activity change, negative = inhibition, hits mostly inhibitors; Drosophila S2 Gal4-RORgamma UAS-luciferase reporter, 20 h; further: potency means the concentration at half of the fitted maximal effect; on the % scale 0 is the no-effect control and ±100 the full control effect; nearly all actives have a fitted effect of over 60% in size
Target sequence (P51450 whole entry, looked up, the tested form may be a part): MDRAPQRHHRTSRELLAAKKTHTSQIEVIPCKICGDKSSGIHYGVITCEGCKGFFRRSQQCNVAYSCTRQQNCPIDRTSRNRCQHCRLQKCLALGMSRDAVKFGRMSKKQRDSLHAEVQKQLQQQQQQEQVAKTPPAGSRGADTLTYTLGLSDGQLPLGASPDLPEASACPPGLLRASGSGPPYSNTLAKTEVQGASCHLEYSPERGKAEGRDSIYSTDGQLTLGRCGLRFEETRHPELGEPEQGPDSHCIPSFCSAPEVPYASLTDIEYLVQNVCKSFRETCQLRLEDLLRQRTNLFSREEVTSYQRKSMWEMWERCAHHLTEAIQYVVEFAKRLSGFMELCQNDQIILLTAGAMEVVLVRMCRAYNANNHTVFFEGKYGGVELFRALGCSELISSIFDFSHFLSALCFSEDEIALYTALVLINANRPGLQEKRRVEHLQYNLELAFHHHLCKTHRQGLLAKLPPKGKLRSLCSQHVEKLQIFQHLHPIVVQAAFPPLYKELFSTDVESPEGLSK
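Read-out: Photinus luciferase luminescence; inhibitors lower reporter signal. Insect Schneider cells with Gal4-ROR gamma fusion under metallothionein promoter, UAS reporter; 700 uM final copper sulfate induction, 20 hr, ambient temperature.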
Rab9 prom act – activates the Rab9 promoter | Huh7 Rab9 promoter-luciferase reporter, luminescence, 24 h | Potency, µM (top dose mostly 9.22 µM), without a hit: top-dose activation, negative = inhibition, hits mostly activators | actives 2.8% (n = 320,000) | AID 485297; further: potency means the concentration at half of the fitted maximal effect; % of control where 0% means no effect; nearly all actives have a fitted effect of over 60% in size
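Cell-based reporter: Huh7 stable for Rab9 promoter-driven luciferase, plated in reduced-serum medium with 10% FBS at 1500 cells/well, compound-treated 24 h at 37 °C, luminescence read after 10 min reagent.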
uPA generation – cell surface uPA generation inhibition; actives 0.31% (n = 330,000); cell surface uPA generation assay, qHTS; Potency, µM (top dose mostly 38.3 µM), for the others: top-dose activity change, negative = inhibition, usual class: inhibitors; active means well fitted inhibition curve with a large enough effect; inconclusive means small, poorly fitted or top-dose-only effect; inactive means no such curve, though single readings can be large or run the other way; tested in mouse RAW 264.7 cells; further: potency means the concentration at half of the fitted maximal effect; on the % scale 0 is the no-effect control and ±100 the full control effect; nearly all actives have a fitted effect of over 55% in size
Giardia kill – Giardia lamblia killing; Giardia lamblia trophozoite viability; AID 540267; activity change, % at 7.66 µM, hits read low; actives 0.15% (n = 340,000); in the data active means activity change below about -80%; inconclusive means between about -30% and that limit;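 further: parasites exposed to compound for two days anaerobically before the ATP read; on the % scale 0 is the no-effect control and ±100 the full control effect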
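Luminescence from cellular ATP indicates surviving trophozoites (100 cells/well) following 48 hrs anaerobic compound treatment at 37 deg C; signal develops 15-30 min at room temperature.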
Coupling enz – counter-screen for Giardia aldolase inhibitors: coupling enzyme system. coupling enzyme system counterscreen, AmpLite Red fluorescence. activity change, negative = inhibition, % at 58.2 µM, hits read low. actives 0.67% (n = 290,000). AID 2472; in the data active means activity change below about -30%; further: on the % scale 0 is the no-effect control and ±100 the full control effect
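Fluorescence at 525 nm excitation and 598 nm emission measured inhibition of the coupled detection system without aldolase. Compounds (at 57.5 uM final) were preincubated 10 min at room temperature with coupling enzyme reagent before a 20 min substrate/AmpLite Red step.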
NPC1 prom act – activators of NPC1 promoter. Huh7 NPC1 promoter luciferase reporter, 24 h. Potency, µM (series often up to 9.22 µM), without a hit: at the highest dose activation, usual class: activators. actives 2.4% (n = 320,000). AID 485313;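 further: potency means the concentration at half of the fitted maximal effect; % of control where 0% means no effect; nearly all actives have a fitted effect of over 60% in size; reporter is driven by a mutant NPC1 promoter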
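Quantitative HTS used a cell-based reporter: Huh7 cells stably bearing the NPC1 promoter upstream of luciferase were treated with compounds for 24 h, and promoter activation was read as luminescence.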
* marks the source's active call; other numbers are inactive results; u = inconclusive; x = not tested or not shown; [ ] = dose if it differs, or a comment. Unless noted, the call rests on the fitted dose curve; in most records, active means well fitted curve in the direction sought with a large enough effect; inconclusive means small, poorly fitted or top-dose-only effect, or another doubt; inactive means no such curve, though single readings can be large; an effect the other way counts as inactive or inconclusive. This is a random part of the collection; about 14% have a hit in one of these screens.

mol	RORgamma inh	Giardia kill	uPA generation	ELG1 genotox	Tb PFK block	Rab9 prom act	Coupling enz	NPC1 prom act	KCNH2 3.1 block	Gal4-VP16 FLuc	FLuc counter
O=C(Nc1ccccc1SCC1CSc2nc3ccccc3c(=O)n21)c1cccc(Cl)c1 (stereo not given)	32%	-3	-5%	-6%	-3%	-2%	3	0%	-84*	2%	-10%
O=C(CCC1CCCCC1)Nc1nncs1	9%	-4	3%	1%	2%	3%	-4	-1%	-11	20%	1%
Cc1[nH]n(-c2ccccc2)c(=O)c1CCO	-33%	-4	2%	-1%	0%	-2%	2	-2%	-8	0%	2%
CN(C(=O)c1ccc(OC2CCN(Cc3ccccn3)CC2)cc1)C1CCCCC1	-4%	-15	0%	2%	1%	-7%	x	-3%	20	13%	1%
COc1cc(CC(=O)OCC(=O)N(C)C2CCCCC2)cc(OC)c1OC	x	6	2%	-4%	0%	x	x	x	-1	x	x
COc1ccc(OC)c(NC(=O)CC(NCCC2=CCCCC2)C(=O)O)c1 (stereo not given)	-5%	x	x	-4%	0%	0%	1	7%	x	-6%	-1%
c1ccc(CCNc2nnnn2-c2ccccc2)cc1	23%	4	0%	-3%	1%	2%	4	-5%	16	0%	1%
CS(=O)(=O)c1ccc(Sc2nc3ccccc3[nH]2)c([N+](=O)[O-])c1	u	0	1%	1%	-2%	-20%	0	0%	11	u	2%
O=C(CSc1nc2ccc(Cl)cc2[nH]1)NCCc1ccccc1	21%	-7	2%	-6%	0%	-5%	-11	-3%	-17	-6%	4%
CC(=O)OCCN1C(=O)c2cccnc2C1=O	-2%	-2	-4%	0%	0%	0%	-1	1%	1	5%	3%
CCN(C(=O)COC(=O)c1c(NC(C)=O)sc(C)c1C)C1CCS(=O)(=O)C1 (stereo not given)	-13%	11	-3%	-4%	0%	1%	0	0%	-1	4%	-1%
CCN(CC)CC(O)COc1ccccc1C(=O)CCc1ccccc1 (stereo not given)	u	3	-5%	0%	0%	2%	3	-1%	-71*	0%	0%
COC(=O)Nc1c(-c2ccccc2)nc2ccc(Cl)cn12	3%	-23	-4%	0%	-1%	0%	-6	-1%	6	2%	-17%
Cc1ccc(-n2c(C)cc(/C=N\NC(=O)CC(=O)NC(C)C)c2C)cc1	-25%	19	1%	-1%	1%	-3%	3	-2%	-7	-8%	13µM*
COc1cccc(N2CCN(S(=O)(=O)c3ccc4nc(-c5ccccc5)[nH]c4c3)CC2)c1	-22%	-4	16%	18%	-6%	-1%	2	-3%	-10	-17%	3%
CC(C)(C)C(=O)Nc1nc2c(s1)COc1ccccc1-2	u	-5	-2%	28%	-2%	15%	-6	4%	-10	14%	u
O=C(O)c1cc(S(=O)(=O)O)ccc1O	-35%	6	6%	0%	-2%	-2%	-1	-2%	-4	1%	-1%
CC(C)C(=O)Nc1ccc(NC(=O)c2cccc(F)c2)cn1	u	-10	1%	u	0%	2.8µM*	-3	27%	-4	-7%	u
O=C(NC1CCCCC1)N1CCc2ccccc21	5%	0	-10%	15µM*	-2%	u	0	u	-1	1%	19µM*
O=C(O)c1ccc2c(c1)C(=O)/C(=C\c1ccco1)C2=O	-9%	u	-9%	1%	u	0%	1	-1%	10	3%	9.5µM*
COc1ccc(NC(=O)N(C)C[C@@H]2Oc3c(NC(=O)Nc4c(C)noc4C)cccc3C(=O)N([C@@H](C)CO)C[C@@H]2C)cc1	x	5	8%	4%	2%	x	x	x	-5	x	x
O=S(=O)(Nc1ccccc1OC(F)F)c1ccc(S(=O)(=O)N2CCCC2)cc1	x	-11	1%	0%	0%	-1%	x	-6%	-22	x	6%
Cc1ccc(NC(=O)CCC(=O)NNC(=O)c2cccs2)c(C)c1	-4%	-1	x	0%	-6%	-5%	3	0%	0	-14%	-1%
CCOc1ccc(C2C(C#N)=C(N)N3C(=C2C#N)Sc2ccccc23)cc1 (stereo not given)	2%	-7	-2%	9%	-2%	5%	4	8%	-4	20%	u
COc1ccccc1CNCC(=O)Nc1ccc(C(F)(F)F)cc1	16%	-7	u	-2%	10%	-8%	0	-2%	0	1%	4%
CCN(CC(=O)Nc1ccc(NC(C)=O)cc1)C(=O)CCCOc1ccc(C(C)(C)C)cc1	x	7	-10%	u	0%	0%	x	0%	7	x	15µM*
N#CC1(c2ccc(NC(=O)c3ccccc3F)cc2)CCCC1	-20%	1	u	1.8µM*	-4%	0.79µM*	-5	0.63µM*	-4	u	1.9µM*
CCCCn1c(CNC(=O)C23CC4CC(CC(C4)C2)C3)nnc1SC(C)CC (stereo not given)	u	31[activator]	6%	-4%	1%	-22%	1	-2%	10	u	-2%
Cc1[nH]nc2nc(SCC(=O)NCCC3=CCCCC3)n(-c3ccc(Br)cc3)c(=N)c12	u	30	u	11%	1%	-2%	-1	-9%	-15	u	3%
N#Cc1cccc(NC(=O)CSc2cccc[n+]2[O-])c1	x	14	3%	1%	-7%	x	x	x	-3	x	x
O=C(CSc1ccc(-c2ccc(F)cc2)nn1)N1CCOCC1	31%	-1	-8%	u	-9%	14%	0	12%	-10	-4%[10 µM]	-1%
O=C(O)c1cc(N/N=C/c2ccc(N3CCOCC3)s2)ccc1Cl	39%	-4	-1%	u	-19%	3.2µM*	-1	u	9	-4%	7.6µM*
CC(C)(C)OC(=O)[C@H](Cc1ccccc1)NC(=O)c1nc[nH]c1C(=O)NC1CCNCC1	x	10	11%	2%	-8%	1%	x	-2%	x	x	-1%
CC[C@]1(C(=O)OC)[C@H]2C(=O)N(Cc3ccccc3)C(=O)[C@H]2[C@H]2CN=C(SCc3ccc(C)cc3)N21	x	-6	-3%	-4%	-1%	x	x	x	-5	x	x
CCN(CC)CCN(CC(=O)N(C1CCCCC1)C1CCCCC1)C(=O)c1cccnc1	-27%	-11	0%	-3%	3%	1%	1	0%	u	-20%	0%
Cc1cc(C)nc(Nc2n[nH]c(-c3ccccc3N)n2)n1	10µM*	6	-5%	2.3µM*	0%	0.5µM*	2	0.45µM*	5	u	0.95µM*
CC(C)C(=O)N1CCN(S(=O)(=O)c2ccc3ccccc3c2)CC1	u	-7	-3%	-11%	-1%	-6%	4	-3%	0	-2%	2%
COc1ccc(C2C3=C(CC(C)(C)CC3=O)Oc3ncn(Cc4ccco4)c(=N)c32)cc1 (stereo not given)	24%	3	x	-3%	-2%	7%	1	-4%	0	-15%	0%
CC(C)(C)c1ccc(S(=O)(=O)N2CCC(CO)(CC3CCCCO3)CC2)cc1 (stereo not given)	u	-7	x	-6%	2%	-4%	2	-7%	11	-3%	5%
CCC(C)c1ccccc1NC(=O)Cc1coc2cc3c(cc12)CCC3 (stereo not given)	8%	-15	7%	4%	-2%	1%	-1	-4%	5	-19%	3%
C=CCSc1nc2ccccc2c(=O)n1C1CCOC(C)(C)C1 (stereo not given)	1%	-4	1%	-3%	3%	2%	1	0%	9	0%	-1%
Cc1c(C)n(C(=O)CN2CCC(C)CC2)c2ccccc12	-116%	-19	18%	-2%	-3%	-5%	-3	8%	4	u	-1%
O=C(NCC1COCCO1)c1cc(COc2ccc(F)cc2F)on1 (stereo not given)	14%	22	17%	1%	0%	0%	x	1%	10	u	-2%

Arranged by count of non-hydrogen atoms (lowest first): some entries from above
mol	RORgamma inh	Giardia kill	uPA generation	ELG1 genotox	Tb PFK block	Rab9 prom act	Coupling enz	NPC1 prom act	KCNH2 3.1 block	Gal4-VP16 FLuc	FLuc counter
Cc1cc(C)nc(Nc2n[nH]c(-c3ccccc3N)n2)n1	10µM*	6	-5%	2.3µM*	0%	0.5µM*	2	0.45µM*	5	u	0.95µM*
C=CCSc1nc2ccccc2c(=O)n1C1CCOC(C)(C)C1 (stereo not given)	1%	-4	1%	-3%	3%	2%	1	0%	9	0%	-1%
O=C(NCC1COCCO1)c1cc(COc2ccc(F)cc2F)on1 (stereo not given)	14%	22	17%	1%	0%	0%	x	1%	10	u	-2%
CC(C)(C)OC(=O)[C@H](Cc1ccccc1)NC(=O)c1nc[nH]c1C(=O)NC1CCNCC1	x	10	11%	2%	-8%	1%	x	-2%	x	x	-1%
CC[C@]1(C(=O)OC)[C@H]2C(=O)N(Cc3ccccc3)C(=O)[C@H]2[C@H]2CN=C(SCc3ccc(C)cc3)N21	x	-6	-3%	-4%	-1%	x	x	x	-5	x	x
